Screens (PubChem)
CD11b adhes inh: blocks human CD11b/CD18 adhesion to fibrinogen; AID 1497; P05107+P11215; K562 CD11b/CD18 adhesion to fibrinogen, ATPlite luminescence; Mn2+ added to activate the integrin; 93,000 compounds, 0.54% hits; inhibition, % at 10 µM;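 active means primary inhibition of 50% or more at 10 µM, then 40% or more on retest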; further: some results filed as inactive read as strong as hits
MT1-MMP txn act: MT1-MMP promoter transcription activation. 86,000 compounds, 0.16% hits. HT1080 MT1-MMP promoter luciferase reporter, luminescence, overnight; active compounds read high. activation factor at 10 µM;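 active means activation factor of at least 2 for MT1-MMP transcription at 10 µM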
ERb coact inh: blocks coactivator binding to human estrogen receptor beta | Q92731 | TR-FRET ER-beta LBD / SRC1-Cy5 peptide binding; receptor agonist-loaded with 1 µM estradiol | inhibition, % at 25.6 µM | 86,000 compounds, 1.3% hits;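 active means compounds whose percent inhibition of the receptor-coactivator binding signal exceeds about 50% in the single-dose screen, limit read from the data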;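 further: 0% = receptor plus peptide wells without compound and 100% = peptide-only wells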
Target sequence (Q92731 whole entry, looked up, the tested form may be a part): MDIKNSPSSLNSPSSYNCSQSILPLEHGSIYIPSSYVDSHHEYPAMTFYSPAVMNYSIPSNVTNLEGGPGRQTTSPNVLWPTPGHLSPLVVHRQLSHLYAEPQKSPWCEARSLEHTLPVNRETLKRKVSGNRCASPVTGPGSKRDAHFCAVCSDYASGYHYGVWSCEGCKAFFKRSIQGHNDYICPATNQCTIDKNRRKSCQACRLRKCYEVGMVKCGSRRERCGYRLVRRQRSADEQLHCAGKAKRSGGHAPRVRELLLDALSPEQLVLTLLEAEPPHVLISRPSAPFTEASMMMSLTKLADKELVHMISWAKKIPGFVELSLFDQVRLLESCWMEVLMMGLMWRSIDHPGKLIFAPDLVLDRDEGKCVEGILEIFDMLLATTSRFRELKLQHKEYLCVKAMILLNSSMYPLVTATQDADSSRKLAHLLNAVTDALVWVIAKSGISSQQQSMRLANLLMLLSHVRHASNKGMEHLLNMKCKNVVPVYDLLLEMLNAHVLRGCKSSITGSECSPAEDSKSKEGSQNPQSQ
Mac1 fbg enh: CD11b/CD18-fibrinogen binding enhancement. P05107+P11215. K562 CD11b/CD18 adhesion to fibrinogen, ATPlite luminescence. activation, % at 10 µM. 93,000 compounds, 0.07% hits;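 active means 10 µM primary screen giving 50% or more activity, confirmed by 40% or more on retest at that dose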; further: strong numbers were not always called active; reference of the scale not given here
ERa SRC1 inh: ER-alpha (human) coactivator binding inhibition | P03372 | TR-FRET ER-alpha LBD / SRC-1 peptide, estradiol-bound | inhibition, % at 25.6 µM | 86,000 compounds, 1.7% hits | AID 629; in the data active means inhibition above about 50%;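 further: 0% = receptor plus peptide control and 100% = peptide only without receptor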
PLAP activator: activators of human placental alkaline phosphatase | purified PLAP enzyme, luminescent substrate read-out; active compounds read high | AID 696 | P05187 | activation fold at 20 µM | 96,000 compounds, 1.2% hits; in the data active means activation fold above about 2
Target sequence (P05187 whole entry, looked up): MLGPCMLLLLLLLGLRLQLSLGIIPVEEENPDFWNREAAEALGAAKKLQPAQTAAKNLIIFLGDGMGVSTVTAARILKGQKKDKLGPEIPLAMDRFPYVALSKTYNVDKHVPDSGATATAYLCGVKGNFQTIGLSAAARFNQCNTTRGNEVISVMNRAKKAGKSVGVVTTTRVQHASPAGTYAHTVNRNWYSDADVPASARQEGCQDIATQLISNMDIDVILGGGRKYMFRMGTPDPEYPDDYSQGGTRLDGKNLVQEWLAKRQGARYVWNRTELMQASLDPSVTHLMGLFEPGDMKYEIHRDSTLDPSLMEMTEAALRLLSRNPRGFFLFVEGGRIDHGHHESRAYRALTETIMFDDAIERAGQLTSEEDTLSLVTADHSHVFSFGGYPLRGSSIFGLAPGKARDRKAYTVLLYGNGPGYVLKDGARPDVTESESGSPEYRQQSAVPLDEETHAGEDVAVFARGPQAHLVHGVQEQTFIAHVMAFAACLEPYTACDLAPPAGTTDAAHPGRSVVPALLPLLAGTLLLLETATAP
E coli WT exp: growth inhibitors of E. coli BW25113 wild type | 98,000 compounds, 0.15% hits | growth inhibition, % at 100 µM | OD600 absorbance | AID 710;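 active means growth inhibition above about 50% at one test dose, limit read from the data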;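 further: growth measured after 20 h incubation at 37 °C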
FAK blocker: inhibitors of human focal adhesion kinase. inhibition, %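 (tested at 7 µM)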. AID 727. 97,000 compounds, 0.84% hits. biochemical FAK kinase activity assay. Q05397; in the data active means inhibition above about 19%;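 further: 0% = DMSO and 100% = reference compound high control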
ERa coact pot: enhances coactivator binding to human estrogen receptor alpha. TR-FRET ERalpha-LBD/SRC-Cy5 coactivator binding, 2 h; 100 = basal binding, no effect. 86,000 compounds, 1.3% hits. coactivator binding (% of control), % at 25.6 µM. P03372; in the data active means activity above about 200%;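 further: binding measured in presence of low estradiol as agonist stimulus; 0% = peptide alone without receptor and 100% = receptor with peptide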
The depositor's hits bear a star; . = no result given; [ ] = remark or other dose.

#1 CC(C)NS(=O)(=O)c1ccc(OCC(=O)Nc2ccc(F)cc2F)cc1
#2 CCCCC(=O)NCCNc1nc2c(c(=O)n(C)c(=O)n2C)n1Cc1ccc(F)cc1
#3 O=C(Nc1ccc2c(c1)nc1n2CCCCC1)c1cc(S(=O)(=O)N2CCOCC2)ccc1Cl
#4 CCC(Sc1nc2ccccc2c2nc3ccccc3n12)C(=O)NCc1ccco1 (stereo unspecified)
#5 CCOC(=O)c1sc(NC(=O)CSc2nc(-c3ccco3)cc(C(F)(F)F)n2)c(C(=O)OC(C)C)c1C
#6 COC(=O)c1ccc(OCCn2cnc3ccccc3c2=O)cc1
#7 CCOC(=O)N1CCN(C(=O)CSCC(=O)Nc2nc(-c3ccc(-c4ccccc4)cc3)cs2)CC1
#8 COc1cc2c(cc1OC)-c1cc(Nc3ccc4c(c3)OCCO4)nc(=O)n1CC2
#9 Cc1cc(C)n(CC2CC(=O)N(c3cc(Cl)cc(Cl)c3)C2=O)n1 (stereo unspecified)
#10 O=C(Cn1c(=O)c2c(ncn2C2CCCC2)n(Cc2ccccc2)c1=O)N1CCc2ccccc21

screen / no.	1	2	3	4	5	6	7	8	9	10
CD11b adhes inh	-38	2	7	19	.	18	99	.	15	-11
MT1-MMP txn act	1.1	1	1	1	1.1	1.2	.	1	1.1	1
ERb coact inh	-4	-7	14[fluorescence artefact?]	61*[fluorescence artefact?]	-7	-10	33	22	-2	0
Mac1 fbg enh	-2	2	0	6	.	-2	-2	.	4	4
ERa SRC1 inh	-1	-4	6	77*[fluorescence artefact?]	-9	-5	42[fluorescence artefact?]	14[fluorescence artefact?]	1	0
PLAP activator	0.7	1.3	1.6	1.9	.	1	1.5	1	.	1.8
E coli WT exp	4	5	-3	-6	.	-3	-18	2	.	-18
FAK blocker	0	2	3	3	-3	.	2	-4	.	-2
ERa coact pot	101	98	94	247*[fluorescence artefact?]	92	124	55	72[fluorescence artefact?]	123	127

#11 N#C/C(=C(/O)CSc1ccccc1C(=O)O)c1nc2ccccc2s1
#12 CC(=O)c1c(C)nc(-c2ccccc2)n1O
#13 O=c1cnnc(SCCc2ccccc2)[nH]1
#14 Cc1c(CNC(=O)c2cnn3c2NC(c2ccc(Br)cc2)CC3C(F)(F)F)cnn1C (stereo unspecified)
#15 O=C(CSc1n[nH]c(-c2cccs2)n1)N1CCN(S(=O)(=O)c2ccc3ccccc3c2)CC1
#16 c1ccc2oc(NC3=NCN(CC4CCCO4)CN3)nc2c1 (stereo unspecified)
#17 Cc1cc(C(=O)N(C)Cc2ccc(Br)cc2)no1
#18 CC1CCCCC1NC(=O)COC(=O)c1ccc(N(C)C)cc1 (stereo unspecified)
#19 CN(C)c1oc(-c2ccc(OCc3ccccc3)cc2)nc1C#N
#20 Cn1c(=O)cc(SCC(=O)N2CCN(C(=O)c3ccco3)CC2)c2ccccc21

screen / no.	11	12	13	14	15	16	17	18	19	20
CD11b adhes inh	-11	-11	-12	-8	-18	3	-5	4	-33	9
MT1-MMP txn act	.	1.2	1	1	1	1.6	1.2	.	1.6	1.3
ERb coact inh	.	-20	-12	2	3[fluorescence artefact?]	4[fluorescence artefact?]	1	.	4[fluorescence artefact?]	.
Mac1 fbg enh	-5	2	1	3	-2	1	4	-4	5	4
ERa SRC1 inh	.	29	-4	0	15[fluorescence artefact?]	7	-3	.	8[fluorescence artefact?]	.
PLAP activator	1.1	1.1	1.1	1.7	1.5	1.8	1.2	0.8	1.4	1.1
E coli WT exp	-5	-2	0	-26	-2	1	2	8	-9	7
FAK blocker	-2	-1	-2	4	2	-2	.	1	-1	-2
ERa coact pot	.	94	93	102	126[fluorescence artefact?]	104	115	.	96	.

#21 CCOC(=O)c1ccc(-c2nnc(-c3ccc(Cl)cc3Cl)o2)cc1
#22 CCOc1cccc(-c2nnc3sc(-c4cccs4)nn23)c1
#23 CN1CCCc2cc(C=O)ccc21
#24 CCOC(=O)CCCn1c(C)nc(=O)c(-c2ccccc2)c1C
#25 CCC(C)(C)n1nnnc1C(c1cc2ccc(C)cc2[nH]c1=O)N(Cc1cccnc1)Cc1ccco1 (stereo unspecified)
#26 COc1cc(OC)c(-c2nn3c(-c4cccnc4)nnc3s2)cc1OC
#27 COc1ccc(-c2nnc(SCC(=O)/C(C#N)=C(\C)N)o2)cc1
#28 O=C(O)CCC(=O)N1CCc2cc(S(=O)(=O)Nc3ccc4c(c3)OCCO4)ccc21
#29 CN(CCO)c1ccc([N+](=O)[O-])cc1C(=O)O
#30 CCOC(=O)c1c(C)c(C(=O)Nc2cc(F)ccc2F)c(C)n1C

screen / no.	21	22	23	24	25	26	27	28	29	30
CD11b adhes inh	-17	-14	.	-14	-24	17	0	-4	-63	1
MT1-MMP txn act	1.4	1.2	1	1.1	1.1	1	1.4	1.2	.	1.3
ERb coact inh	10[fluorescence artefact?]	14	-2	-7	1	3[fluorescence artefact?]	75*	-6	.	-6
Mac1 fbg enh	22	1	.	0	2	-3	-2	1	-1	5
ERa SRC1 inh	8	13[fluorescence artefact?]	-2	-10	0	1	56*	-3	.	-5
PLAP activator	0.8	1	.	1	1.5	1.3	1.1	1	0.7	.
E coli WT exp	-5	.	.	5	-9	.	-3	8	1	.
FAK blocker	.	.	0	4	1	.	0	2	0	.
ERa coact pot	102	193	99	116[fluorescence artefact?]	99[fluorescence artefact?]	117	63[fluorescence artefact?]	108	.	124

#31 COC(=O)CCSc1cc([N+](=O)[O-])cc2c1c(C1OCCS1)nn2-c1ccccc1 (stereo unspecified)
#32 O=C1COc2ccc(C(=O)c3ccccc3C(=O)NCc3ccco3)cc2N1
#33 CCOC(=O)CNS(=O)(=O)c1cc(-c2n[nH]c(=O)c3ccccc23)ccc1C
#34 Cc1nnc(SC(C)C(=O)Nc2ccc3c(c2)OCCO3)s1 (stereo unspecified)
#35 Cc1ccccc1OCC(=O)N/N=C/c1ccco1
#36 CCSc1nnc(Nc2ccc(C)cc2)s1
#37 CC(C)N1C(=O)CN(C2CCCCCC2)C(=O)C1c1ccccc1F (stereo unspecified)
#38 CCOC(=O)N1CCN(CCC(=O)Nc2ccc(C)cc2)CC1
#39 O=C(c1ccc(Cl)cc1)N1CCCOC1
#40 O=C(Cn1cnc2ccccc2c1=O)c1ccc2ccccc2c1

screen / no.	31	32	33	34	35	36	37	38	39	40
CD11b adhes inh	4	8	3	0	.	.	21	1	-4	-5
MT1-MMP txn act	1.2	0.9	1.1	1.2	1.2	1.7	1.7	.	1.1	.
ERb coact inh	-4	-9	6	2	-4	-7	0[fluorescence artefact?]	-8	-9	2
Mac1 fbg enh	2	-2	0	-5	.	.	11	-4	-4	-7
ERa SRC1 inh	-6	-9	16	-6	-5	-4	-2[fluorescence artefact?]	-1	-2	-3
PLAP activator	0.9	0.8	1.1	1.1	1	1.1	1.1	1	0.8	0.8
E coli WT exp	-24	1	-6	-5	-3	12	6	7	-2	0
FAK blocker	-4	0	6	0	7	5	8	2	-2	3
ERa coact pot	114	90	85	84	108	82	86[fluorescence artefact?]	117[fluorescence artefact?]	106[fluorescence artefact?]	105

From no. 38 up to 40, as listed above:
#38 CCOC(=O)N1CCN(CCC(=O)Nc2ccc(C)cc2)CC1
#39 O=C(c1ccc(Cl)cc1)N1CCCOC1
#40 O=C(Cn1cnc2ccccc2c1=O)c1ccc2ccccc2c1

screen / no.	38	39	40
CD11b adhes inh	1	-4	-5
MT1-MMP txn act	.	1.1	.
ERb coact inh	-8	-9	2
Mac1 fbg enh	-4	-4	-7
ERa SRC1 inh	-1	-2	-3
PLAP activator	1	0.8	0.8
E coli WT exp	7	-2	0
FAK blocker	2	-2	3
ERa coact pot	117[fluorescence artefact?]	106[fluorescence artefact?]	105

Continued.
#41 CCCOc1ccc(NCC(=O)Nc2ccc(C)cc2C)cc1
#42 O/N=C(/Cc1ccccn1)c1ccccc1
#43 CCOc1ccccc1-c1cc(-c2ccccc2)nc2c1c(=O)n(C)c(=O)n2C
#44 O=C(Nc1cccc2ncccc12)c1ccc(-c2ccc(Cl)cc2Cl)o1
#45 COC(=O)c1c(C(=O)NCc2ccccc2)ncn1CC(O)COc1ccccc1 (stereo unspecified)
#46 CCCCC1CCC(C(=O)NCc2ccc3c(c2)OCO3)CC1 (stereo unspecified)
#47 COc1ccc(C(c2nnnn2C2CCCC2)N2CCC(C)CC2)c(OC)c1 (stereo unspecified)
#48 O=C(c1cnc2n(c1=O)CCS2)N(c1ccccc1)C1CCCCC1
#49 Cc1cccc(OCCCc2c(C)n[nH]c2C)c1
#50 CC(C)OCC(O)CS(=O)Cc1ccccc1 (stereo unspecified)

screen / no.	41	42	43	44	45	46	47	48	49	50
CD11b adhes inh	.	10	-1	29	-18	-23	13	.	8	-3
MT1-MMP txn act	1.3	1	1.1	.	1.2	1.2	1.2	1.1	1.1	1.1
ERb coact inh	-6	1[fluorescence artefact?]	4	.	-6[fluorescence artefact?]	7[fluorescence artefact?]	-4	16	-10	-6[fluorescence artefact?]
Mac1 fbg enh	.	-7	2	0	-6	1	-2	.	-2	-3
ERa SRC1 inh	-13[fluorescence artefact?]	4[fluorescence artefact?]	1	.	0[fluorescence artefact?]	8[fluorescence artefact?]	1	14	1	5[fluorescence artefact?]
PLAP activator	.	1.1	0.9	1	1.2	0.8	1.6	1.1	1.7	1
E coli WT exp	.	-4	-7	-4	4	-3	0	0	6	-5
FAK blocker	0	4	1	9	5	0	-1	1	.	0
ERa coact pot	100[fluorescence artefact?]	111[fluorescence artefact?]	115	.	107	120	84	96	95	95

#51 CC(C)CNS(=O)(=O)c1ccc(OCC(=O)Nc2ccc(F)cc2F)cc1
#52 O=C(CSc1ccc(Cl)cc1)N1CCN(c2ccc([N+](=O)[O-])cc2Cl)CC1
#53 Brc1ccc(-c2ncc(-c3ccccc3)cn2)cc1
#54 CCOC(=O)N1CCC(N(C(=O)Nc2ccc(Cl)c(Cl)c2)C(C)CC)CC1 (stereo unspecified)
#55 Cc1ccc(-c2nn(C)c(=O)c3ccccc23)cc1S(=O)(=O)NCCN1CCOCC1
#56 CCCC(=O)OC1CC(C)N(C(=O)c2ccccc2)c2ccc(C)cc21 (stereo unspecified)
#57 CC1(C)N=C(/C=N/O)C=[N+]1[O-]
#58 CCOC(=O)c1ccc(NS(=O)(=O)N2CCCCCC2)cc1
#59 Cc1cccc2sc(NC(=O)CSCc3ccccc3)nc12
#60 CC(=O)NC1(c2cccc(F)c2)CCN(CC(=O)NC(C)C)CC1

screen / no.	51	52	53	54	55	56	57	58	59	60
CD11b adhes inh	.	22	16	.	.	.	2	10	2	.
MT1-MMP txn act	1.1	.	0.5	1.1	1.1	1.1	1.1	1.3	1.1	1
ERb coact inh	-5	.	-4	-2	30	-5	-7	-2	-5	-8
Mac1 fbg enh	.	-1	10	.	.	.	0	8	-2	.
ERa SRC1 inh	-5	.	-13	-9	12	-4	-18	-1	-2	-7
PLAP activator	.	1	1	1.1	1.2	.	1.2	1.1	1.2	0.9
E coli WT exp	.	-22	-5	-8	5	.	2	12	-3	-2
FAK blocker	-2	3	-1	2	1	0	-2	0	1	3
ERa coact pot	108	.	100	127	94	87	108	106	101	98

#61 COC(=O)C(Nc1ccccc1Cl)(c1cc(C)c(O)c(C)c1)C(F)(F)F (stereo unspecified)
#62 CCOC(=O)c1ccc(NC(=O)CCS(=O)(=O)c2ccc(Br)s2)cc1
#63 Cc1cc(C(=O)NCCc2ccccc2)ccc1[N+](=O)[O-]
#64 CSCCc1nc(SCC(=O)Nc2nnc(C)s2)[nH]c1C
#65 Cc1ccc(C2c3c(oc4ccccc4c3=O)C(=O)N2c2nnc(C(C)C)s2)o1 (stereo unspecified)

screen / no.	61	62	63	64	65
CD11b adhes inh	13	4	-8	8	0
MT1-MMP txn act	.	.	.	1.1	1
ERb coact inh	.	4	.	-11	-3
Mac1 fbg enh	-5	-4	-1	-6	6
ERa SRC1 inh	.	-3	.	-3	2
PLAP activator	0.9	1.2	0.8	0.9	1.3
E coli WT exp	8	4	5	-1	-3
FAK blocker	0	-2	-5	-1	.
ERa coact pot	.	93	.	105	107
